CHX counter = Cycloheximide Counterscreen for Small Molecule Inhibitors of Shiga Toxin. cell reporter, cycloheximide protein synthesis inhibition counterscreen. max response, %. actives 12% (n = 300,000); in the data active means max response mostly above about 13%, no sharp cut-off; inactive means mostly below about 14%; further: read at 38.3 µM for the half of the compounds with a filed dose; 0% is about no effect
Shiga inhibitor = A qHTS for Small Molecule Inhibitors of Shiga Toxin; Vero cells, Shiga toxin protein synthesis inhibition reporter; inhibition, % at 38.7 µM; actives 9.2% (n = 290,000); in the data active means inhibition mostly above about 28%, no sharp cut-off; inactive means mostly below about 43%; further: 0% is about no effect
Pf growth 48h = Primary qHTS for delayed death inhibitors of the malarial parasite plastid, 48 hour incubation; P. falciparum luciferase growth in erythrocytes, 48 h; Potency, µM (titrated, usually from 28.7 µM), without a hit: at the top dose activity change, negative = inhibition, most hits filed as inhibitors; actives 5.9% (n = 310,000); AID 504832, 2011; further: potency means the concentration at half of the fitted maximal effect; on the % scale 0 is the no-effect control and ±100 the full control effect
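Luciferase-expressing P. falciparum in infected erythrocytes (2% hematocrit, 0.1% parasitemia final) in RPMI 1640/0.5% Albumax were exposed to compound for 48 hours at 37 C, 5% CO2; growth read as luminescence.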
Pf growth 96h = Primary qHTS for delayed death inhibitors of the malarial parasite plastid, 96 hour incubation; Potency, µM (doses to about 28.7 µM), for the others: top-dose activity change, negative = inhibition, actives largely listed as inhibitors; AID 504834, 2011; P. falciparum luciferase reporter growth, 96 h; actives 6.9% (n = 320,000); further: potency means the concentration at half of the fitted maximal effect; on the % scale 0 is the no-effect control and ±100 the full control effect
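P. falciparum expressing integrated firefly luciferase grown in erythrocytes (2% hematocrit, 0.05% parasitemia final) with compounds for 96 hours at 37 C, 5% CO2. Growth inhibition read as loss of luminescence after adding luciferase detection reagent.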
HCV inhibitor = qHTS Assay for Inhibitors of Hepatitis C Virus (HCV) | Huh7.5.1 HCVcc-Cre infection, luciferase reporter, 44 h | Potency, µM (titrated, usually from 41.8 µM), inactives show at the top dose activity change, negative = inhibition, usual class: inhibitors | actives 3.4% (n = 340,000); further: potency means the concentration at half of the fitted maximal effect; on the % scale 0 is the no-effect control and ±100 the full control effect
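Whole-lifecycle infectious HCVcc-Cre system; cells 1,000/well, compound then virus (~0.5 moi) added 4 h after plating, 44 h culture. Luciferase read 15 sec following 15 min substrate incubation, room temp.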
Giardia FBPA inh = qHTS Assay for Inhibitors of Fructose-1,6-bisphosphate Aldolase from Giardia Lamblia. AID 2451, 2010. A8B2U2. purified Giardia FBPA. actives 0.71% (n = 290,000). Potency, µM (titrated, usually from 59.6 µM), for the others: top-dose activity, negative = inhibition, usual class: inhibitors; further: potency means the concentration at half of the fitted maximal effect; on the % scale 0 is the no-effect control and ±100 the full control effect; nearly all actives have a fitted effect of over 55% in size
Target sequence (A8B2U2 whole entry, looked up): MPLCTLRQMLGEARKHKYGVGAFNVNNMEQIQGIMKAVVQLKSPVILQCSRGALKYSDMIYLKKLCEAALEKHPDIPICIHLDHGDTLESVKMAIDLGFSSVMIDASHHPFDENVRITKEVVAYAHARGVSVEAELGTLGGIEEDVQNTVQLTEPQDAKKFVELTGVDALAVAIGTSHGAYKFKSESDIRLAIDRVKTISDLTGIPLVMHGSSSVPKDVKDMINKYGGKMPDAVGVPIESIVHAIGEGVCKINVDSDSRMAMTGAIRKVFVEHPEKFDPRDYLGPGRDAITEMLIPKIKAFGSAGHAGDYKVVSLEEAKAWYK
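40 nM FBPA preincubated 10 min at RT with compound (up to 57.5 uM final), then substrate plus GAPDH/TPI/NAD/arsenate coupling and diaphorase/resazurin added. Fluorescence read after 20 min at RT, 525/598 nm.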
* = called active by the depositor; u = inconclusive; x = not tested or not shown; [ ] = another dose, or the depositor's remark. Unless noted, the call rests on the fitted dose curve; in most records, active means well fitted curve in the direction sought with a large enough effect; inconclusive means small, poorly fitted or top-dose-only effect, or another doubt; inactive means no such curve, though single readings can be large; an effect the other way counts as inactive or inconclusive.

smiles,CHX counter,Shiga inhibitor,Pf growth 48h,Pf growth 96h,HCV inhibitor,Giardia FBPA inh
CCCCCn1nc(C(=O)N(CCOC)c2c(N)n(CCCC)c(=O)[nH]c2=O)c2ccccc2c1=O,x,x,u,1%,13%,x
COCC(C)NC(=O)CSc1nc2ccccc2c(=O)n1CCc1ccc(S(N)(=O)=O)cc1 (stereo unspecified),-2,1,u,u,x,x
CCOc1ccc(NC(=S)NCc2ccc3[nH]c(C)cc3c2)cc1,9,29,u,-2%,11µM*,-1%
O=C(OCn1nnc2ccccc2c1=O)C1COc2ccccc2O1 (stereo unspecified),8,-6,3%,x,10%,5%
N#CC1=C2SCN(Cc3ccco3)CN2C(=O)CC1c1cccc2ccccc12 (stereo unspecified),-1,13,12µM*,-6%,13%,u
FC(F)(F)c1nc(SCc2ccc(Cl)cc2Cl)n[nH]1,20*,28,22%,-1%,15%,-14%
O=C(CN(Cc1ccccc1)C(=O)c1ccc2c(c1)OCCO2)NCc1ccc2c(c1)OCO2,-3,-4,u,u,-19%,2%
O=C(NCc1cc(Br)cc(Br)c1OC(=O)c1ccccc1[N+](=O)[O-])c1ccccc1,-1,8,5%,5.2µM*,u,6%
COc1ccc(Cc2nc(C(=O)Nc3ccccc3)cs2)cc1,39*,52*,x,34%[activator],u,1%
COc1cc(OC)cc(C(=O)NCc2n[nH]c(=S)n2-c2ccccc2)c1,-2,-13,u,u,6%,-9%
C=C(C)CN(CC)C(=O)CSc1nc(O)cc(=O)n1C1CCCC1,-2,1,-10%,-17%,-10%,-10%
Cc1ccc(C(=O)OCC(=O)c2ccc(CC(=O)N3CCOCC3)s2)cc1C,x,x,u,u,-7%,x
CCOc1cccc(CN2CCC(CCC(=O)NC3CC3)CC2)c1O,-3,-3,23%,13%,4%,-14%
CCC1Sc2ccc(S(=O)(=O)CCC(=O)Nc3cccc(Br)c3)cc2NC1=O (stereo unspecified),9,2,20%,u,3%,-1%
CC1(C)CC(NC(=O)COc2cc3oc(=O)c4c(c3cc2Cl)CCC4)CC(C)(C)N1,4,1,u,u,u,x

Quoted at random: 2 records from the list
smiles,CHX counter,Shiga inhibitor,Pf growth 48h,Pf growth 96h,HCV inhibitor,Giardia FBPA inh
O=C(OCn1nnc2ccccc2c1=O)C1COc2ccccc2O1 (stereo unspecified),8,-6,3%,x,10%,5%
N#CC1=C2SCN(Cc3ccco3)CN2C(=O)CC1c1cccc2ccccc12 (stereo unspecified),-1,13,12µM*,-6%,13%,u

Continuation.
smiles,CHX counter,Shiga inhibitor,Pf growth 48h,Pf growth 96h,HCV inhibitor,Giardia FBPA inh
O=[N+]([O-])c1ccc(O)c(C=Nc2ccc3c(c2)OCO3)c1,24*,16*,10%,22%,-5%,-8%
O=C(/C=C/c1ccco1)NCCCN1CCOCC1,-2,-7,10%,-24%,-2%,-4%
O=C(Nc1nc(-c2ccccc2)c(C(=O)c2ccccc2)s1)c1ccc(S(=O)(=O)N2CCCCC2)cc1,-3,-4,3%,-7%,-9%,5%
CCOC(=O)N1CCN(C(=O)CCNS(=O)(=O)c2ccc(C)c(C)c2)CC1,x,x,0%,-16%,u,x
CC(C)(C)OC(=O)N1CCC(CC2CC(c3ccccc3)=NO2)(C(=O)NCc2ccccc2)CC1 (stereo unspecified),x,x,0.26µM*,u,6%,x
Nc1nc(N)nc(-c2ccc(Cl)cc2)n1,29*,25,x,107%[activator],-8%,7%
COc1ccc(CCNC(=O)CNS(=O)(=O)c2cccs2)cc1OC,-3,-5,2%,x,31%[activator],-1%
COc1cc(/C=N/NC(=O)c2ccncc2)ccc1OCC(=O)Nc1ccccc1,30*,56*,8%,0%,-7%,-2%
COc1ccc(S(=O)(=O)N2CCOc3ccccc32)cc1,-4,13,x,-9%,-11%,-4%
Cc1ccccc1C1=Nn2c(nnc2-c2ccco2)SC1,-2,-2,6%,16%,-14%,-1%
CCn1c(O)c(/C=C2\C=NN=C2c2ccccc2)sc1=S,-2,-11,3%,-6%,u,-9%
Cc1cc(NS(=O)(=O)c2ccc(C3CCCCC3)cc2)no1,-1,22,0%,u,32%[activator],16%
CCOc1ccc(-c2cc(C(=O)Nc3ccc4c(c3)OCCO4)c3ccccc3n2)cc1,23*,52*,108%[activator],31%[activator],u,-3%
COc1ccc(C/C(C)=N/NS(=O)(=O)c2ccc(Br)cc2)cc1,9,-2,14%,u,4%,10%
CCN(CC)CCNC(=O)c1cccc(NC(=O)C(=O)c2cc(Br)ccc2NC(C)=O)c1,-4,-12,10µM*,u,-29%,2%

Further records:
smiles,CHX counter,Shiga inhibitor,Pf growth 48h,Pf growth 96h,HCV inhibitor,Giardia FBPA inh
CC(=O)N1CCC(C(=O)Nc2ccc(S(=O)(=O)NCCc3ccccc3)cc2)CC1,-2,-11,57%[activator],u,14%,19%
C[C@H](Nc1ncnc2sc3c(c12)CCC3)C(=O)O,-3,-6,51%[activator],33%[activator],5%,11%
CCCCN(CC)CCCNC(=O)CN1C(=O)CSc2ccc(S(=O)(=O)N3CCOCC3)cc21,-2,-4,-5%,u,11%,-7%
COc1ccc(C(CNC(=O)COc2cc(C)c(Cl)c(C)c2)N2CCCCC2)cc1 (stereo unspecified),17,-10,u,10%,u,1%
CC1CC(N(C(=O)c2ccco2)c2ccccc2)c2ccccc2N1 (stereo unspecified),-3,-5,u,25%,-13%,-12%
COc1ccc(CCNC(=O)Cc2cc(=O)[nH]c(=O)[nH]2)cc1OC,-4,10,x,23%,20%,-4%
O=C(NCCc1ccccc1)c1cc2ccccc2oc1=O,-4,-8,3%,9.3µM*,0%,-6%
CCNc1nc(NC(C)C)nc(N(C#N)C(C)C(=O)N(C)C)n1 (stereo unspecified),0,-1,u,u,1%,7%
COc1ccc(OC)c(S(=O)(=O)n2cccn2)c1,2,31,11%,u,0%,0%
COCC(=O)N(Cc1cc2cc(OC)ccc2[nH]c1=O)c1ccc(C)cc1,2,-11,8%,0%,26%,-21%
CCOc1cc(C(c2c(C)[nH][nH]c2=O)c2c(C)[nH][nH]c2=O)cc(Cl)c1O,-3,-3,3%[0.00184 µM],u,4%,u
Cc1cc(C)c(C#N)c(SCC(=O)c2ccc(Cl)cc2Cl)n1,-5,-16,13µM*,10µM*,u,1%
CC(=O)Nc1ccc(S(=O)(=O)N2CCN(c3ccccn3)CC2)cc1,-2,-6,u,x,15%,5%
COc1cc(/C=N/NC(=O)NC2CCCCC2)ccc1O,14*,43*,3%,26%,51%[activator],0%
CC(C)C(=O)N(c1cc2sc(=O)oc2c2ccccc12)S(=O)(=O)c1cccs1,-1,-14,-22%,x,-28%,u

Other entries:
smiles,CHX counter,Shiga inhibitor,Pf growth 48h,Pf growth 96h,HCV inhibitor,Giardia FBPA inh
O=C1Cc2cc([N+](=O)[O-])ccc2N1c1c(Cl)cccc1Cl,-3,64*,4.7µM*,16%,-1%,-7%
COc1cc(NC(C)CCCN)c2ncccc2c1 (stereo unspecified),x,x,0.41µM*,0.33µM*,u,-19%
CCCCN(CC)C(=S)Nc1ccc2nc(N3CCN(C)CC3)cc(C)c2c1,28*,28,u,9%,u,-13%
COc1ccc(CNC(=O)C2CC(C)=CCC2C(=O)O)cc1 (stereo unspecified),0,3,-2%,-6%,9%,-8%
Cc1cc2oc(=O)cc(CN3CCOCC3)c2cc1O,-2,-3,18%,22%,-1%,-6%
O=C(N/N=C/C1CC2C=CC1C2)c1ccccc1O (stereo unspecified),40*,68*,-13%,20%,15%,u
O=C(c1ccco1)N1C(=O)c2cccc3cccc1c23,-1,-11,-1%,x,-1%,0%
Cc1ccc(OCC(=O)O/N=C(\N)c2ccncc2)cc1C,29*,54*,57%[activator],-14%,-25%,13%
CCSC[C@H](NC(=O)[C@H](C)NC(=O)[C@@H](N)Cc1ccc(O)cc1)C(=O)N[C@@H](CC(=O)O)C(=O)N[C@H](C(=O)N[C@@H](C)C(=O)N[C@H](C(=O)N[C@@H](CSCC)C(=O)N[C@H](C(=O)N[C@H](C(=O)N[C@@H](Cc1cnc[nH]1)C(=O)N[C@@H](CCCNC(=N)N)C(=O)N[C@@H](CC(C)C)C(=O)N[C@@H](C)C(=O)NCC(=O)N[C@@H](CC(C)C)C(=O)N[C@@H](CC(C)C)C(=O)N[C@@H](CO)C(=O)N[C@@H](CCCNC(=N)N)C(=O)N[C@@H](CO)C(=O)NCC(=O)NCC(=O)N[C@H](C(=O)N[C@H](C(=O)N[C@@H](CCCCN)C(=O)N[C@@H](CC(N)=O)C(=O)N[C@@H](CC(N)=O)C(=O)N[C@@H](Cc1ccccc1)C(=O)N[C@H](C(=O)N1CCC[C@H]1C(=O)N[C@H](C(=O)N[C@@H](CC(N)=O)C(=O)N[C@H](C(=O)NCC(=O)N[C@@H](CO)C(=O)N[C@@H](CCCCN)C(=O)N[C@@H](C)C(=O)N[C@@H](Cc1ccccc1)C(N)=O)C(C)C)[C@@H](C)O)C(C)C)C(C)C)C(C)C)[C@@H](C)O)C(C)C)[C@@H](C)O)[C@@H](C)O,-4,10,x,x,x,-1%
COc1cccc(C(=O)/C=C/c2ccc(SC)cc2)c1,49*,80*,-2%,-29%,-12%,1%
Nc1nnnn1/N=C/c1cc(Cl)cc(Cl)c1O,2,x,3%,u,4%,-2%
COc1ccc2[nH]c(C)c(CCNC(=S)Nc3ccc(F)cc3)c2c1,-3,22,u,u,-22%,-14%
Cc1cc(C)cc(NC(=S)N2CCC(NC(=O)c3ccco3)CC2)c1,-5,-20,-13%,-3%,4%,-7%
CSC(=N/N=C(\N)c1cnccn1)SC,2,17,8%,29%,19%,-3%
O=[N+]([O-])c1ccc2nonc2c1Nc1cccc(F)c1,-3,-5,18%,0%,9%,-4%

The list goes on:
smiles,CHX counter,Shiga inhibitor,Pf growth 48h,Pf growth 96h,HCV inhibitor,Giardia FBPA inh
CCc1cccc(C)c1NC(=O)C1CCN(C(=O)c2ccc([N+](=O)[O-])cc2)CC1,-3,-10,-1%,0%,-1%,1%
CC(C)C(=O)Nc1ccc(C(=O)N2CCN(C(=O)c3ccco3)CC2)cc1,-2,29,-6%,23%,12%,3%
COc1cccc(Cn2cnc3c([N+](=O)[O-])c(C)c(C)cc32)c1,6,-7,334%[activator],-14%,3%,-1%
C=CCn1cnc2c(nnn2-c2ccc(C)c(Cl)c2)c1=O,2,14,18%,0%,u,5%
CC(=O)Nc1cccc(NC(=S)Nc2cccc(Cl)c2Cl)c1,1,-9,3%,-9%,1%,-15%
CC(C)(C)C(=O)Nc1nc(-c2ccc3c(c2)OCO3)cs1,24*,51*,x,20%,-6%,-11%
COc1cccc(C(=O)Oc2cc(C)[nH]c(=O)c2[N+](=O)[O-])c1,-1,35,u,7%,4%,-5%
COc1ccc(Nc2nc(NCC3CCCO3)c3ccccc3n2)c(OC)c1 (stereo unspecified),-3,35,u,44%[activator],10µM*,-13%
COc1cccc(NC(=O)c2ccccc2-c2nc(-c3cccc(C)c3)no2)c1,13,26,u,x,u,0%
CCC(C)N1CCCCC1C(=O)Nc1c(C)cc(C)cc1C (stereo unspecified),1,-7,-12%,-15%,7%,-6%
Cc1ccc(C(=O)COC(=O)c2ccccc2N2C(=O)C3C4CCC(C4)C3C2=O)cc1C (stereo unspecified),-4,-9,27%,u,-27%,2%
O=C(NCc1cccc(Cl)c1)NCc1cccc(Cl)c1,8,10,-11%,50%[activator],14%,3%
CCOC(=O)c1ccc(NC(=O)CSc2nnc(COc3ccccc3OC)n2CC)cc1,-6,17,-14%,u,-19%,2%

Screening data as filed in PubChem BioAssay.
